Compound activity (PubChem BioAssay)
M1 ag – human M1 muscarinic receptor agonism. P11229. CHO-K1 hM1, Fluo-8 calcium fluorescence, agonist mode; 0% DMSO, 100% acetylcholine EC100. activation, % at 3 µM. 360,000 tested, 0.33% active;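 active means activation above the run's mean compound activation plus 3 SD, cut at about 16% in these data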;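 further: peak over basal fluorescence ratio within a 140 s kinetic read after compound addition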
CHRM5 antagonist – blocks acetylcholine activation of human M5 receptor. CHO-hM5 cells, Fluo-8 calcium fluorescence, ACh EC80. inhibition, % at 3 µM. 360,000 tested, 0.59% active. AID 624040;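 active means inhibition above a per-plate cutoff, the mean of that plate's test compounds plus 3 SD, cut at about 27% in these data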;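 further: 0% = acetylcholine EC80 with DMSO and 100% = DMSO without agonist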
Target sequence (P08912 whole entry, looked up): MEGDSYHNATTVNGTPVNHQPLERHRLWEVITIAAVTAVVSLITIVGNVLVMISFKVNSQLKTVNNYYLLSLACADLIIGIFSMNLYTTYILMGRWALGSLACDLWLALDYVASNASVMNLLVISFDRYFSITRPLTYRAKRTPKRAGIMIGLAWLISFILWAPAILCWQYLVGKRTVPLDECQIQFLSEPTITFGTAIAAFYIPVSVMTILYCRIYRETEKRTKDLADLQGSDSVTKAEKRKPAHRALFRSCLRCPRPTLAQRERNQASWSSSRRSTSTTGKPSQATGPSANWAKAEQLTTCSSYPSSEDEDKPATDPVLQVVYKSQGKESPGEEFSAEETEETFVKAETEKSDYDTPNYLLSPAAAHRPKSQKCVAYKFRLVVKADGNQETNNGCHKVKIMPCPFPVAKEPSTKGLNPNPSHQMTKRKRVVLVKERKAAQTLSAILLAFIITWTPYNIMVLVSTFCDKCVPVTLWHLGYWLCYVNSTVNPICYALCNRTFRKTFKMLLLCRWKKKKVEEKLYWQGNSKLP
TAAR1 agonist – agonists of human TAAR1. CHO RD-HGA16 TAAR1, Fluo-8 calcium fluorescence; vehicle wells 0%, saturating PEA agonist 100%. Q96RJ0. activation, % at 3 µM. 360,000 tested, 0.99% active;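 active means activation above the mean activation of all test compounds in the run plus 3 SD, cut at about 38% in these data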
Target sequence (Q96RJ0 whole entry, looked up): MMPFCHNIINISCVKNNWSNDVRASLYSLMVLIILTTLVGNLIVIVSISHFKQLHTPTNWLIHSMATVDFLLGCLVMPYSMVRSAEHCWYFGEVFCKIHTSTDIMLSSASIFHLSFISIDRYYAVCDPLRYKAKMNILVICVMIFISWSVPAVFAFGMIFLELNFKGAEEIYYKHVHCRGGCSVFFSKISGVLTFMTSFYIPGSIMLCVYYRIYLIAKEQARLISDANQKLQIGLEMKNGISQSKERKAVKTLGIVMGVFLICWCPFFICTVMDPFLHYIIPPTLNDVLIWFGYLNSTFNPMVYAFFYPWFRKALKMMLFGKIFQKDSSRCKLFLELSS
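Test system: RD-HGA16 (CHO) cells co-expressing Gα16 and hTAAR1 / Benchmarks: DMSO vehicle as 0%, PEA at EC100 as 100% / Repeats: no replicates (n 1) / Measure: % activation from peak over basal fluorescence ratio, DMSO-to-PEA scaled / Timing: 17-24 h plating, Fluo-8 75 min 37 °C, 30 min RT / Technique: kinetic Fluo-8 calcium fluorescence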
M5 ag – agonists of human muscarinic M5 receptor (CHRM5); CHO-K1 hM5 cells, Fluo-8 calcium fluorescence; 0% DMSO wells, 100% maximal acetylcholine response; activation, % at 3 µM; 360,000 tested, 0.19% active;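 active means activation above the run's mean over test compounds plus 3 SD, cut at about 23% in these data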;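 further: signal is peak over basal fluorescence ratio across the kinetic read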
M1 antag – blocks human M1 muscarinic receptor; P11229; CHO-K1 hM1, Fluo-8 calcium fluorescence, ACh EC80 antagonist; inhibition, % at 3 µM; 360,000 tested, 1.3% active; AID 588852;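 active means percent inhibition above its own plate's cutoff, namely the mean of that plate's compound wells plus 3 SD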;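 further: peak over basal fluorescence ratio during 140 s after agonist addition; 0% = ACh EC80 plus DMSO and 100% = DMSO alone without agonist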
M4 antag – antagonists of human muscarinic M4 receptor (CHRM4). CHO-hM4 cells, ACh EC80, Fluo-8 calcium fluorescence. inhibition, % at 3 µM. AID 624125. P08173. 360,000 tested, 0.73% active;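 active means inhibition above its plate's cutoff, the mean inhibition of sample wells plus 3 SD, cut at about 27% in these data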;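 further: 0% = acetylcholine EC80 with DMSO and 100% = DMSO without agonist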
M5 PAM – potentiates acetylcholine response at human M5 receptor | activation, % at 3 µM | 360,000 tested, 0.3% active | P08912 | CHO-K1 hM5, Fluo-8 calcium, ACh EC20 PAM; 0% = ACh EC20, 100% = ACh EC100;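 active means activation above the run cutoff, the mean activation of all test compounds plus 3 SD, cut at about 18% in these data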
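Test system: CHO-K1 hM5 cells / Doses: single-point, 3 µM nominal / Times: Post-acetylcholine fluorescence recording 140 s / Technique: Fluo-8 calcium fluorescence / Measure: Max/basal fluorescence ratio as % of EC20–EC100 ACh window / Benchmarks: low control EC20 acetylcholine (0%), high control EC100 acetylcholine (100%) / Replicates: one well per compound, no replicates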
M1 PAM – human CHRM1 positive allosteric modulation; 360,000 tested, 0.088% active; CHO-K1 hM1, Fluo-8 calcium fluorescence, ACh EC20; 0% = ACh EC20, 100% = maximal ACh; AID 588819; P11229; activation, % at 3 µM; in the data active means activation above about 19%, passing the limit was not always enough
CHRM4 agonist – agonists of human muscarinic M4 receptor (CHRM4). P08173. CHO-K1 hM4/Gqi5, Fluo-8 calcium fluorescence; vehicle 0%, full acetylcholine response 100%. activation, % at 3 µM. 360,000 tested, 0.14% active. AID 624127;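 active means activation above the run mean over all test wells plus 3 SD, cut at about 32% in these data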;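 further: peak over basal fluorescence ratio per well then scaled between controls; 0% = DMSO wells and 100% = acetylcholine at EC100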
The depositor's hits bear a star; . = no result given.

SMILES	M1 ag	CHRM5 antagonist	TAAR1 agonist	M5 ag	M1 antag	M4 antag	M5 PAM	M1 PAM	CHRM4 agonist
O=S(=O)(N/N=C/c1ccccc1OCc1ccc(Cl)cc1)c1ccccc1	-6	3	0	-4	0	-3	-12	-7	-2
NS(=O)(=O)c1ccc(NC(=O)COC(=O)CC2Sc3ccccc3NC2=O)cc1 (stereo unspecified)	-1	-2	2	0	-16	-5	8	12	2
Cc1ccn2c(=O)nc(SCC(=O)OCc3ccccc3)nc2c1	-3	8	1	4	-4	-3	-2	6	2
COc1ccc(C(=O)NNC(=O)c2cc(C)nc3ccccc23)cc1	-2	3	13	1	-7	-10	-2	4	1
O=C1CC(c2ccccc2)CCc2sccc2N1 (stereo unspecified)	-8	3	4	-3	-13	9	0	7	0
CCC1CCc2sc(C(=O)OCC(=O)N(CCOC)c3c(N)n(Cc4ccccc4)c(=O)[nH]c3=O)cc2C1 (stereo unspecified)	-5	3	-1	0	-15	-12	-3	11	0
C[C@@H]1COc2cc(N3CCN(Cc4ccccc4F)CC3)ccc2S(=O)(=O)N1	.	0	0	-1	.	-11	-2	.	6
O=C(NCCc1ccccc1Cl)C1CCC(=O)N(CC2CCCCC2)C1 (stereo unspecified)	1	2	3	-1	-11	2	2	14	2
CCc1nnc(NC(=O)c2sc3nc4c(cc3c2N)CCCCCC4)s1	-8	3	2	-2	-10	2	-2	5	1
Cc1ccsc1CCNC(=O)C1CCC(=O)N(CCc2cccc(F)c2)C1 (stereo unspecified)	-2	-5	9	-3	-7	-7	-1	5	2
COc1cc(OC)cc(C(=O)NCC(=O)OCc2ccc(Cl)c(Cl)c2)c1	-4	13	-1	-5	6	-9	-16	3	8
c1ccc2c(CSCc3nc4ccccc4[nH]3)cccc2c1	-2	3	31	2	7	6	-8	-1	7
COc1ccc(C2c3ccc4ccccc4c3Oc3ncn(CCN4CCOCC4)c(=N)c32)cc1OC (stereo unspecified)	-4	-1	1	0	-21	-5	7	13	4
Cc1cc(C)c2nc(C(F)(F)F)nc(NCCCN3CCCC3=O)c2c1	-2	2	6	0	-14	-5	-2	9	0
O=C(CNc1ccccc1F)N/N=C/C1CC=CCC1 (stereo unspecified)	-7	4	0	-6	-8	4	0	4	1
COC(=O)[C@@]12C[C@@H](CC(=O)N3CCN(C(=O)c4ccco4)CC3)C(=O)N(Cc3ccco3)C1=CCC(C)(C)C2	.	10	-2	0	.	-5	-9	.	1
OC(COc1ccc(Cl)cc1)CN1CCC(Cc2ccccc2)CC1 (stereo unspecified)	0	12	41*	-5	10	-14	-7	-13	9
CCn1c(N2CCN(Cc3ccc([N+](=O)[O-])cc3)CC2)nc2ccccc21	-11	-5	1	-5	-7	5	-4	-4	3
CCN(C(=O)COC(=O)C1=COCCO1)c1ccccc1	-2	-3	7	-1	4	-13	4	3	2
FCc1nc2nc(Cl)c(Cl)nc2[nH]1	0	18	2	2	-15	-3	4	12	1
Cc1ccc(C(=O)N/C(=C\c2cccc([N+](=O)[O-])c2)C(=O)NC(Cc2ccccc2)C(=O)O)cc1 (stereo unspecified)	-2	9	0	1	-8	0	-4	6	1
C=CCn1c(-c2cc(OC)cc(OC)c2)n[nH]c1=S	-4	-9	14	-4	0	-4	-2	-3	0
CSc1cccc(NC(=O)c2nnn(Cc3ccccc3)c2N)c1	-2	-1	10	0	2	8	-1	0	2
c1ccc(COc2ncnc3c2ncn3CCCNCc2ccccn2)cc1	-10	0	-1	-1	-5	-4	-3	6	1
CN(CC(=O)Nc1cccc(F)c1)CC(=O)N1CCc2ccccc21	-4	11	3	-6	-10	-3	-4	15	1

A draw from above in order of formula weight, ascending.
SMILES	M1 ag	CHRM5 antagonist	TAAR1 agonist	M5 ag	M1 antag	M4 antag	M5 PAM	M1 PAM	CHRM4 agonist
FCc1nc2nc(Cl)c(Cl)nc2[nH]1	0	18	2	2	-15	-3	4	12	1
O=C1CC(c2ccccc2)CCc2sccc2N1 (stereo unspecified)	-8	3	4	-3	-13	9	0	7	0
O=C(CNc1ccccc1F)N/N=C/C1CC=CCC1 (stereo unspecified)	-7	4	0	-6	-8	4	0	4	1
C=CCn1c(-c2cc(OC)cc(OC)c2)n[nH]c1=S	-4	-9	14	-4	0	-4	-2	-3	0
CSc1cccc(NC(=O)c2nnn(Cc3ccccc3)c2N)c1	-2	-1	10	0	2	8	-1	0	2
CN(CC(=O)Nc1cccc(F)c1)CC(=O)N1CCc2ccccc21	-4	11	3	-6	-10	-3	-4	15	1
Cc1cc(C)c2nc(C(F)(F)F)nc(NCCCN3CCCC3=O)c2c1	-2	2	6	0	-14	-5	-2	9	0
CCc1nnc(NC(=O)c2sc3nc4c(cc3c2N)CCCCCC4)s1	-8	3	2	-2	-10	2	-2	5	1
Cc1ccsc1CCNC(=O)C1CCC(=O)N(CCc2cccc(F)c2)C1 (stereo unspecified)	-2	-5	9	-3	-7	-7	-1	5	2
COc1cc(OC)cc(C(=O)NCC(=O)OCc2ccc(Cl)c(Cl)c2)c1	-4	13	-1	-5	6	-9	-16	3	8
NS(=O)(=O)c1ccc(NC(=O)COC(=O)CC2Sc3ccccc3NC2=O)cc1 (stereo unspecified)	-1	-2	2	0	-16	-5	8	12	2
Cc1ccc(C(=O)N/C(=C\c2cccc([N+](=O)[O-])c2)C(=O)NC(Cc2ccccc2)C(=O)O)cc1 (stereo unspecified)	-2	9	0	1	-8	0	-4	6	1
COc1ccc(C2c3ccc4ccccc4c3Oc3ncn(CCN4CCOCC4)c(=N)c32)cc1OC (stereo unspecified)	-4	-1	1	0	-21	-5	7	13	4

(continued)
SMILES	M1 ag	CHRM5 antagonist	TAAR1 agonist	M5 ag	M1 antag	M4 antag	M5 PAM	M1 PAM	CHRM4 agonist
CCC(C)C(=O)Nc1ccc([N+](=O)[O-])cc1OC (stereo unspecified)	-5	-8	6	-5	-22	-7	4	16	2
Cc1ccc(-c2nnc(SCC(=O)N3CC(C)CC(C)C3)o2)cc1C (stereo unspecified)	-6	4	2	2	-4	-4	-10	-4	6
CSc1ccc(-c2nc(CN(C)C3CCOC3)c(C)o2)cc1 (stereo unspecified)	-7	2	-1	-2	1	5	7	5	2
CCn1c(COc2ccccc2C)nnc1SCC(=O)CC(=O)Nc1ccccc1	2	10	10	-3	15	1	-9	0	5
COC(=O)[C@]1(Cc2ccccc2)N[C@H](CN(C)C(=O)c2ccccc2)[C@@H]2C(=O)N(Cc3ccccc3)C(=O)[C@@H]21	-1	-7	1	0	-18	-16	8	14	2
O=C(c1ccc(OCC2CCCO2)cc1)N1CCc2ccccc2C1 (stereo unspecified)	-5	7	3	1	8	9	-3	-4	0
COc1ccc(C(CNC(=O)c2ccc(Cl)c(S(=O)(=O)N3CCCC3)c2)N2CCCC2)cc1 (stereo unspecified)	-8	7	1	-8	-5	3	0	4	1
Cc1noc(C)c1COC(=O)COc1cccc2c1OC(C)(C)C2	-2	-1	6	1	-13	-1	-2	-2	1
C=CCN1C(c2ccccc2)=CS/C1=C(/C#N)c1nnc(N2CCOCC2)n1-c1ccccc1	-10	-4	5	1	-10	-7	8	5	6
Clc1ccc(-c2nn3c(C4COc5ccccc5O4)nnc3s2)cc1 (stereo unspecified)	-4	-2	-1	-1	2	3	-2	2	0
COc1ccc(/C=N/NC(=O)CCc2c(C)n[nH]c2C)cc1O	-3	4	7	2	8	6	-2	-1	-1
CCCCC(=O)Nc1nc(C)c(-c2csc(Nc3cc(OC)ccc3OC)n2)s1	-5	11	10	1	22	-1	-7	-15	4
O=C(c1[nH]c(C(F)(F)F)nc1-c1ccccc1)N1CCN(c2ncccn2)CC1	0	0	2	3	-19	-3	-6	-5	1
COc1ccc(NC(=O)CS(=O)c2ccc(Br)cc2)cc1 (stereo unspecified)	-2	3	0	-2	-9	-3	3	7	2
CCOC(=O)c1nnn(-c2nc(N3CCCC3)nc(N3CCCC3)n2)c1-c1ccccc1	-2	1	0	-1	-16	3	0	13	1
C=CCC1(N(C(C)=O)c2ccccc2C)CCCCC1	-4	1	17	-4	-7	-1	-6	10	-1
CC(=O)NS(=O)(=O)c1ccc(NC(=O)CCC(=O)Oc2ccc(C)cc2)cc1	-2	4	1	-4	-23	-13	0	11	1
CCOc1ccc(NC(=S)NC(=O)c2c(Cl)cnn2CC)c([N+](=O)[O-])c1	-8	5	-1	-4	-14	2	-6	3	-3
COc1ccc(CCNC(=O)C(=O)c2cn(CC(=O)N3CCOCC3)c3ccccc23)cc1OC	-2	9	4	-1	-11	-8	1	10	6
CC(C)(Oc1ccc(Cl)cc1)C(=O)N(Cc1ccccc1)c1ccccn1	-11	3	9	-4	2	8	-11	1	-2
O=C(N/N=C/c1ccccc1C(=O)O)c1cccc(S(=O)(=O)N2CCCCC2)c1	-4	-3	1	3	-7	-8	4	9	2
COc1ccccc1N1CCN(S(=O)(=O)CCNC(=O)CCCc2ccccc2)CC1	1	2	9	3	6	-5	-10	-4	21
CSc1ccc(S(=O)(=O)NCc2ccccc2Cl)cc1	-7	-1	6	-5	-14	2	-8	2	0
COc1cccc(C(=O)NC2CCCc3c2cnn3-c2cc(C)cc(C)c2)c1 (stereo unspecified)	-2	17	1	-3	-4	3	-7	5	3
CCOc1ccc2oc(-c3ccccc3)c(C(=O)O)c2c1	-2	3	-1	-2	3	2	-3	-8	0
Next section:
SMILES	M1 ag	CHRM5 antagonist	TAAR1 agonist	M5 ag	M1 antag	M4 antag	M5 PAM	M1 PAM	CHRM4 agonist
COC1OC2COC(c3ccccc3)OC2C(O)C1N (stereo unspecified)	-4	13	0	-2	-10	-8	-2	4	0
Cc1cc(=O)oc2c(C)c(OC(C)C(=O)NCc3ccccn3)ccc12 (stereo unspecified)	-1	3	6	1	-19	-15	-5	16	3
COc1ccc(NC(=O)c2cc(-c3cccc(OC)c3)on2)cc1	-3	3	2	5	-2	-8	8	1	0
O=C(Cn1cc2c(n1)CCCCC2)NC1CCN(Cc2ccccc2)CC1	-10	-2	-1	-2	-10	5	2	2	1
COc1ccccc1-c1c(C)c(C)nc(N)c1C#N	-5	-1	15	-7	-6	-1	-1	5	1
O=C(C[n+]1ccc(/C=N/O)cc1)N(Cc1ccccc1)Cc1ccccc1	-10	9	3	-6	5	-2	-5	-3	1

Only part of the results is shown; the hit share may differ from the screen's.
